# CHO-K1 Ca ag = nonselective activator or artifact in parental CHO-K1 cells; activation, % at 3 µM; Fluo-8 calcium fluorescence; scaled to maximal ATP response, vehicle zero; 0.48% of 360,000 active; in the data active means activation above about 15%;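 further: untransfected CHO-K1 host cells lacking M1 receptor as counterscreen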
# TAAR1 agonist = human TAAR1 agonism; activation, % at 3 µM; Q96RJ0; 0.99% of 360,000 active; CHO RD-HGA16 TAAR1, Fluo-8 calcium fluorescence; vehicle wells 0%, saturating PEA agonist 100%;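 active means activation above the mean activation of all test compounds in the run plus 3 SD, cut at about 38% in these data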
# Target sequence (Q96RJ0 whole entry, looked up): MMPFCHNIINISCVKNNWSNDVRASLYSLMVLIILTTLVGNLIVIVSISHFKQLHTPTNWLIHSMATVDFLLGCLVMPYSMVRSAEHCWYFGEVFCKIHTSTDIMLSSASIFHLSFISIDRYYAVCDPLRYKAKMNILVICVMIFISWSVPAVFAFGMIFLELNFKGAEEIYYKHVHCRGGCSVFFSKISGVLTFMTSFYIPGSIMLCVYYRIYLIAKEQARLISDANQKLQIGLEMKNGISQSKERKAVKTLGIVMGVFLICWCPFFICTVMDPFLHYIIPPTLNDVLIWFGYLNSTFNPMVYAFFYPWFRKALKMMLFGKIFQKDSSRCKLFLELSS
#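 Benchmarks: low control DMSO, high control PEA (EC100); System: CHO RD-HGA16 cells carrying human TAAR1 plus Gα16; Detection: Fluo-8 fluorescence, 5 s baseline then 140 s kinetic read; Schedule: 17-24 h plating, Fluo-8 75 min 37 °C, 30 min RT; Read-out basis: % activation from peak over basal fluorescence ratio, DMSO-to-PEA scaled.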
# CHRM1 PAM = human CHRM1 positive allosteric modulation. 0.088% of 360,000 active. activation, % at 3 µM. CHO-K1 hM1, Fluo-8 calcium fluorescence, ACh EC20; 0% = ACh EC20, 100% = maximal ACh. P11229; in the data active means activation above about 19%, passing the limit was not always enough
# Target sequence (P11229 whole entry, looked up): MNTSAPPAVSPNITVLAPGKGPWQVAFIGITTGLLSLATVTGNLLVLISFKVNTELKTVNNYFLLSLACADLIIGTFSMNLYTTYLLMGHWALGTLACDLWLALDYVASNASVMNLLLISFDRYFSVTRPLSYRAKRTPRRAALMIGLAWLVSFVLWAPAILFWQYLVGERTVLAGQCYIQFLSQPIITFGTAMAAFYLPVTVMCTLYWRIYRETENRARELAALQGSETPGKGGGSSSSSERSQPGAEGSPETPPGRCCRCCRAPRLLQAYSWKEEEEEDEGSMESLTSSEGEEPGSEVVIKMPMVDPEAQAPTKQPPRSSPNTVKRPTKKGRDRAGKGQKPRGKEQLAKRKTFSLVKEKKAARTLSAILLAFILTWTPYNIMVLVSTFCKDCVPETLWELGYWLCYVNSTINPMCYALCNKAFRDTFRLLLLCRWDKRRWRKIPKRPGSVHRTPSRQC
# TAAR1 antag = human TAAR1 antagonism; CHO RD-HGA16 TAAR1, Fluo-8 calcium fluorescence, antagonist; Q96RJ0; 1.5% of 360,000 active; inhibition, % at 3 µM;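 active means inhibition above a per-plate cutoff, the mean inhibition of test compounds on that plate plus 3 SD, cut at about 49% in these data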;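 further: 0% = DMSO plus EC80 beta-PEA response and 100% = DMSO alone without agonist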
#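 System: CHO RD-HGA16 cells bearing hTAAR1. Reagent: EC80 β-phenethylamine stimulus. Schedule: seeding 17-24 h prior, 75-min 37 °C, 30-min RT dye loading. Signal: Fluo-8 intracellular calcium dye fluorescence, real-time kinetic reads. Read-out: % inhibition from peak post-agonist over basal fluorescence ratio. Benchmarks: vehicle wells and EC80 agonist wells. Replicates: n of 1.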
# CHRM1 agonist = human M1 muscarinic receptor agonism; 0.33% of 360,000 active; CHO-K1 hM1, Fluo-8 calcium fluorescence, agonist mode; 0% DMSO, 100% acetylcholine EC100; activation, % at 3 µM;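 active means activation above the run's mean compound activation plus 3 SD, cut at about 16% in these data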;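 further: peak over basal fluorescence ratio within a 140 s kinetic read after compound addition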
# CHO parental Ca = counter-screen: ATP calcium response change in parental CHO cells. inhibition, % at 5.6 µM. 0.63% of 330,000 active. parental CHO-K1, ATP-induced calcium, Fluo-8 fluorescence;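 active means inhibition above that plate's mean sample inhibition plus 3 SD, cut at about 26% in these data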;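 further: 0% = ATP-challenged DMSO wells and 100% = DMSO wells without ATP; some compounds past the cut are filed as inactive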
#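 Material: parental CHO cells / Compound: single nominal dose of 5.6 µM per compound / Signal: Fluo-8 fluorescence / Replicates: singlicate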
# CHRM1 antagonist = blocks human M1 muscarinic receptor. P11229. CHO-K1 hM1, Fluo-8 calcium fluorescence, ACh EC80 antagonist. inhibition, % at 3 µM. 1.3% of 360,000 active;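 active means percent inhibition above its own plate's cutoff, namely the mean of that plate's compound wells plus 3 SD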;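 further: peak over basal fluorescence ratio during 140 s after agonist addition; 0% = ACh EC80 plus DMSO and 100% = DMSO alone without agonist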
# CHO-K1 Ca antag = nonselective inhibitor or artifact in parental CHO-K1 cells; ATP-induced calcium, Fluo-8 fluorescence; inhibition, % at 3 µM; 0.6% of 360,000 active;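 active means inhibition above a per-plate cutoff, the plate's mean sample inhibition plus 3 SD, cut at about 24% in these data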;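 further: 0% = DMSO plus EC80 ATP and 100% = DMSO alone without ATP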
# CHO-K1 Ca PAM = nonselective activator or artifact in parental CHO-K1 calcium assay; ATP EC20, Fluo-8 calcium fluorescence; 0% at ATP EC20, 100% at ATP max; activation, % at 3 µM; 0.02% of 360,000 active;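 active means activation above the run cutoff, the mean activation of all test compounds plus 3 SD, cut at about 40% in these data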;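 further: peak over basal fluorescence ratio in a 140 s read after ATP addition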
# Numbers without * were called inactive; . = not tested or not shown. No enrichment for hits; any-hit rate near 4.4%.
# Second line of a record – CHO-K1 Ca ag, TAAR1 agonist, CHRM1 PAM, TAAR1 antag, CHRM1 agonist, CHO parental Ca, CHRM1 antagonist, CHO-K1 Ca antag, CHO-K1 Ca PAM
CCOc1ccccc1C1NC(=O)NC(C)=C1C(=O)OCc1ccco1 (stereo not drawn)
  -0.1, 6, 1, -23, -3, -4, -18, 8, 0
COc1ccc(CC(NC(C)=O)C(=O)NC2CCN(S(=O)(=O)c3ccc(NC(C)=O)cc3)CC2)c(OC)c1 (stereo not drawn)
  0.8, 2, 6, -13, -3, -1, -6, 13, 7
COC(=O)CCC(=O)Nc1cc(OC)c(OC)cc1Cc1nccc2cc(OC)c(OC)cc12
  -0.1, 1, -9, -9, -2, -12, 23, -5, 0
Cc1ccccc1N1CC(C(=O)N2CCc3ccccc32)CC1=O (stereo not drawn)
  0.9, 3, 8, 10, -2, -13, -10, 7, -16
O=C(Nc1ccc(S(=O)(=O)N2CCCCC2)cc1)c1ccc(CN2CCOCC2)cc1
  15, ., -19, ., 5, 19, 16, 3, -4
COc1ccc(-n2c(SCC(N)=O)nc3sc4c(c3c2=O)CCC4)cc1
  0.1, 3, 7, 1, -5, -5, -7, -13, 5
C[C@@H]1CN([C@@H](C)CO)C(=O)c2cc(NS(C)(=O)=O)ccc2O[C@H]1CN(C)Cc1ccc(Oc2ccccc2)cc1
  0.8, 14, -3, 2, -11, -21, 5, -11, 13
O=C(COC(=O)c1ccccc1Oc1ccccc1)NC1CCS(=O)(=O)C1 (stereo not drawn)
  0.6, 3, 11, -20, -4, -10, -21, -5, 23
CN1CCN(c2ccc(Cl)cc2NC(=O)c2ccc(S(=O)(=O)N(C)C)cc2)CC1
  1.0, 3, -1, 7, -6, -13, 4, -12, -1
COC(=O)CSc1nnc(CNC(=O)Cc2ccccc2)n1-c1ccccc1OC
  0.2, ., 8, ., -5, -12, -3, -4, -3
CC(=O)c1ccc(NC(=O)CO/N=C(\C)c2cccs2)cc1
  1.7, 0, 4, 1, -9, -3, -4, -12, 25
COC(=O)CCC(=O)N1CCc2cc(S(=O)(=O)N3CCc4ccccc43)ccc21
  2.7, 6, -7, -2, -1, -8, 7, 4, -1
CC1CN(C(=O)Nc2ccc3snnc3c2)c2ccccc21 (stereo not drawn)
  0.4, -1, -6, 21, -4, -15, -1, 9, -3
CCCC(=O)Nc1ccc2c(c1)nc(CCNC(=O)c1ccccc1)n2C
  0.0, 5, 7, -3, -5, -11, -7, -7, 14
COc1cc(/C=C/C(=O)Nc2ccc(S(=O)(=O)Nc3ncccn3)cc2)ccc1OCC#N
  0.5, 2, 14, 14, -2, ., -15, -16, 7
COC(=O)C(C)NC(=O)C12CC3CC(C1)CC(c1ccc(C)cc1)(C3)C2 (stereo not drawn)
  -0.8, 4, 4, -19, -5, -6, -4, 8, -10
CC(C)c1ccc(/C=N/n2nnnc2Nc2ccccc2)cc1
  -0.3, 1, 2, 27, -3, -14, -5, 0, 2
CCC(NC(=O)Cn1cnc2c(=O)n(C)c(=O)n(C)c21)c1ccccc1 (stereo not drawn)
  0.3, 10, 8, -8, -2, -13, -10, 4, 11
Cc1cccc(NC(=O)Cc2noc3ccccc23)c1
  0.6, 3, 9, 9, -2, -6, -5, -8, 13
CN1CCN(CCOC2Cc3ccccc3Sc3ccc(Cl)cc32)CC1 (stereo not drawn)
  4.4, 12, -1, 9, -9, 4, -5, -9, 19
O=C(O)COc1ccc(/C=C/C(=O)c2ccc(C3CCCCC3)cc2)cc1
  1.3, 17, 3, 14, -7, 0, 2, -6, 14
CO/N=C/c1ccc(N2CCOCC2)c([N+](=O)[O-])c1
  1.5, 0, -1, 0, -3, 0, 6, -8, 6
COc1ccc(NS(=O)(=O)c2c(C)cc(C)cc2C)cc1
  0.2, 0, 9, 3, -2, -11, -8, -22, 4
COc1ccc2nc(N/C(=N/S(=O)(=O)c3cccs3)c3ccccc3Cl)sc2c1
  1.4, 1, 3, -3, -2, -17, 3, -11, 17
Cc1c(Cl)cccc1NC(=O)Cn1c(-c2ccc(F)cc2)noc1=O
  3.3, 0, 2, 5, -2, 11, -6, -18, 12
Cc1ccc(S(=O)(=O)N2CCCC2CNC(=O)C(=O)Nc2ccc(F)cc2)cc1 (stereo not drawn)
  0.3, -1, -2, -14, -6, -11, -4, 4, -9
OCCN1CCN(C(=S)NC2CCCC2)CC1
  0.9, 3, 11, -6, -4, -5, -4, 6, 9
CCN(CC)C(=O)Oc1ccc(Cl)c2cccnc12
  -0.7, -2, 4, -18, -3, 4, 2, -9, 4
O=C(CCNS(=O)(=O)c1ccccc1)OCC(=O)c1ccc(Br)cc1
  8.6, 7, -8, -1, 3, 6, 6, 12, -19
CCc1ccc(NC(=O)CCNS(=O)(=O)c2cccs2)cc1
  4.0, 3, 3, 7, -5, -15, -5, -17, 6
COc1cccc(CN(C)CCCn2ccc(NC(=O)OCc3ccccc3)nc2=O)c1
  0.4, 2, 2, -16, -9, ., -9, -14, 22
Cc1n[nH]c(C)c1S(=O)(=O)N1CCOCC1
  -0.1, 10, -3, -18, -3, 3, 3, -6, -3
CCOC(=O)Cn1c(=O)oc2cc(S(=O)(=O)N3CCN(c4ccccn4)CC3)ccc21
  -0.5, 0, 7, 22, 0, -4, -1, 20, -6
O=S1(=O)c2ccc(Br)cc2N2CCC[C@H]2CN1Cc1ccccc1
  1.6, 2, 0, 39, -7, -23, -5, -26, 32
CC(=O)c1c(C)[nH]c(C(=O)NCc2cccs2)c1C
  0.2, 12, 3, -8, 0, -3, -13, 5, 4
CCOCCCNc1nc2c(C)cccn2c(=O)c1/C=C1\SC(=S)N(CC(C)C)C1=O
  -0.1, 5, 2, 5, 0, 1, 5, 6, -3
Cc1cccc(C)c1NC(=S)N(CCCN1CCOCC1)Cc1cccnc1
  1.0, 2, 9, 0, -4, 1, -3, -9, -1
Cc1cc(N(C)N)nc(NC(=O)NS(=O)(=O)c2ccccc2Cl)n1
  1.3, 1, 10, -23, -4, -8, -11, -7, -1
O=C(CN1C(=O)COc2ccccc21)NCCCN1CCN(c2ccccc2F)CC1
  0.1, 4, 5, -8, -4, -6, -1, -10, 7
Cc1ccc(/C([O-])=C(/C(=S)NCCN2CCOCC2)[n+]2ccccc2)cc1[N+](=O)[O-]
  -0.1, 6, 15, -19, -2, 3, -17, -10, 20
C/C(=N\Nc1nccnc1Cl)c1ccc(Cl)c(Cl)c1
  -0.1, 1, 19, -6, -1, -5, -21, 11, -11
N#C/C(C(=O)N1CCOCC1)=C1/SC(Cc2ccccc2)C(=O)N1c1ccccc1 (stereo not drawn)
  1.5, 12, 6, -1, -1, -17, -34, -14, 19
CCC(C)[C@H](NC(=O)N1CC(=O)Nc2ccccc21)C(=O)NC(C)CCc1ccccc1 (stereo partly drawn)
  -0.4, -2, 8, -4, -4, -20, -12, -12, 7
CC1CCCN(CC(=O)Nc2ccc(S(=O)(=O)NC3CCCCC3)cc2)C1 (stereo not drawn)
  3.0, 2, 7, -1, -9, -10, -5, -7, 6
COC(=O)c1ccccc1NC(=O)N1CSC[C@H]1C(=O)OC
  0.1, 15, -1, -10, -5, 11, 2, -8, 8
CN(CC1CCCN(CCc2ccc(Cl)cc2)C1)C(=O)c1ccc2nc[nH]c2c1 (stereo not drawn)
  0.5, 3, -20, -28, -7, -15, 48*, -1, -3
O=C(c1ccccc1Cl)N1CCn2c1nc1ccccc12
  -0.7, -1, 7, -10, -4, -11, -8, -2, -2
CCOCCOC(=O)c1ccc(NC(=O)c2cc3ccccc3o2)cc1
  2.4, 4, 7, -15, -1, ., -9, -5, 0
CCCN1CCC(=O)N([C@H](CSc2ccc(OC)cc2)Cc2ccccc2)CC1
  0.7, 10, -14, -7, -13, -27, 16, -1, 3
Cc1ccc2c(c1)c(CC(=O)Nc1ccc(F)cc1)c(C(=O)O)n2C
  0.3, 10, 9, -15, -3, -11, -11, -19, 3
CC(C)Cn1cc(C(=O)NCCCN2CCCC2=O)c2c3ccccc3n(C)c2c1=O
  0.7, 3, 7, 3, -4, -22, -5, 2, -3
CCCN1C(=O)C2(/C(=C(\O)c3ccc4c(c3)OCCO4)C(=O)C(=O)N2CCCOC)c2ccccc21 (stereo not drawn)
  0.6, ., 7, ., -4, -9, -5, -9, 18
Cc1ccc(CNC(=O)C(=O)NCC2OCCN2S(=O)(=O)c2ccc(Br)cc2)cc1 (stereo not drawn)
  4.3, 3, -1, 18, 0, -21, 5, -4, -5
C[C@H](c1ccccc1)N1C[C@@H](COCc2ccccc2)Oc2cc(N3CC[C@@H](O)C3)ccc2S1(=O)=O
  2.6, 16, ., -2, ., ., ., -9, 2
O=C(c1ccc(C23CC4CC(CC(C4)C2)C3)o1)N1CCOCC1
  5.6, 24, -6, 8, -5, -2, 9, -6, 20
CCOC(=O)c1cnc(SC)nc1Sc1ccccc1Cl
  -0.2, 20, -8, 19, -5, -20, -1, -1, 1
COc1ccc(NC(=O)NC2CCCCCCC2)cc1OC
  1.8, 0, 18, -27, 4, -8, -9, 9, -20
COc1ccccc1NC(=O)c1ccc(NC(=O)COC(=O)CCC2CCCC2)cc1
  2.4, 14, 3, 58*, -6, -15, -1, -4, 10
Cc1cc(N2CCCCCC2)nc2ccc(F)cc12
  0.3, 14, -15, -17, 31*, -13, 15, -8, 20
CC(C)NC(=O)c1c(CSc2ccccc2)noc1C(=O)NCc1ccccc1
  0.7, 5, 9, 2, -8, -25, -3, -15, 21

# Compound profiles, from the list above.
# CCC(C)[C@H](NC(=O)N1CC(=O)Nc2ccccc21)C(=O)NC(C)CCc1ccccc1 (stereo partly drawn) across the screens: CHO-K1 Ca ag: -0.4; TAAR1 agonist: -2; CHRM1 PAM: 8; TAAR1 antag: -4; CHRM1 agonist: -4; CHO parental Ca: -20; CHRM1 antagonist: -12; CHO-K1 Ca antag: -12; CHO-K1 Ca PAM: 7
# C[C@H](c1ccccc1)N1C[C@@H](COCc2ccccc2)Oc2cc(N3CC[C@@H](O)C3)ccc2S1(=O)=O across the screens: CHO-K1 Ca ag: 2.6; TAAR1 agonist: 16; CHRM1 PAM: .; TAAR1 antag: -2; CHRM1 agonist: .; CHO parental Ca: .; CHRM1 antagonist: .; CHO-K1 Ca antag: -9; CHO-K1 Ca PAM: 2

# The listing continues:
# Second line of a record – CHO-K1 Ca ag, TAAR1 agonist, CHRM1 PAM, TAAR1 antag, CHRM1 agonist, CHO parental Ca, CHRM1 antagonist, CHO-K1 Ca antag, CHO-K1 Ca PAM
Cc1cc(=O)oc2cc(NC(=O)c3cccc(F)c3)ccc12
  1.8, 2, 6, -7, -5, 0, -4, -5, -6
CC(C)(C)C(=O)Nc1ccc(S(=O)(=O)c2ccc(NC(=O)C(C)(C)C)cc2)cc1
  2.3, 10, 17, -17, 6, -5, -18, -21, 6
O=C(NCCNCCO)c1c(O)c2cccc3c2n(c1=O)CCC3
  -0.3, 0, 5, -9, -4, 2, 6, 12, -11
Cc1ccc2oc(=O)n(CCCOc3ccccc3)c2c1
  -0.2, 24, 2, 7, -5, -22, -3, 15, -6
COc1ccc(C(CNC(=O)COc2cccc(C)c2)N2CCCC2)cc1 (stereo not drawn)
  0.3, -2, -2, -3, -9, -24, 6, -16, 17

# Bioassay records (PubChem BioAssay)
